# ERa SRC1 inh – blocks coactivator binding to human estrogen receptor alpha; TR-FRET ER-alpha LBD / SRC-1 peptide, estradiol-bound; inhibition, % at 25.6 µM; actives 1.7% (n = 86,000); AID 629; in the data active = inhibition above about 50%;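 also: 0% = receptor plus peptide control and 100% = peptide only without receptor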
# HUVEC tox IL1B – toxic to HUVEC cells under IL-1B stimulation; HUVEC cell count loss, Hoechst imaging, IL-1B stimulated; cell count reduction, % at 2 µM; actives 0.41% (n = 94,000); AID 845;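 active = cell count reduction more than 3 SD above the screen-wide mean, cut at about 70% in these data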;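 also: normalized per plate to untreated control cells as the no-loss baseline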
# TNFa cytotox – toxic to HUVEC cells under TNF alpha stimulation. HUVEC TNFalpha-stimulated, Hoechst cell count, imaging. cell count reduction, % at 2 µM. actives 0.17% (n = 93,000);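 active = cell count reduction exceeding the screen mean by over 5 SD, scaled to untreated wells per plate, cut at about 78% in these data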;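 also: cells counted after 24 h of TNF alpha exposure following the 1 h pretreatment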
# Pyk2 oligo antag – antagonists of human Pyk2 oligomerization; z-score (the deposit names both 25 µM and 10 µM); Q14289; actives 0.83% (n = 99,000); Q293 cells, Pyk2 FERM NanoBiT luminescence; active compounds read low; AID 1347419;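 active = Z-score of -3 or lower, scaled per plate to the spread of control and sample wells; inactive = z-score above -3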;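 also: negative z-score means lost luminescence so less FERM oligomerization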
# FAK blocker – inhibitors of human focal adhesion kinase; biochemical FAK kinase activity assay; Q05397; inhibition, %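 (tested at 7 µM)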; actives 0.84% (n = 97,000); in the data active = inhibition above about 19%;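 also: 0% = DMSO and 100% = reference compound high control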
# Target sequence (Q05397 whole entry, looked up): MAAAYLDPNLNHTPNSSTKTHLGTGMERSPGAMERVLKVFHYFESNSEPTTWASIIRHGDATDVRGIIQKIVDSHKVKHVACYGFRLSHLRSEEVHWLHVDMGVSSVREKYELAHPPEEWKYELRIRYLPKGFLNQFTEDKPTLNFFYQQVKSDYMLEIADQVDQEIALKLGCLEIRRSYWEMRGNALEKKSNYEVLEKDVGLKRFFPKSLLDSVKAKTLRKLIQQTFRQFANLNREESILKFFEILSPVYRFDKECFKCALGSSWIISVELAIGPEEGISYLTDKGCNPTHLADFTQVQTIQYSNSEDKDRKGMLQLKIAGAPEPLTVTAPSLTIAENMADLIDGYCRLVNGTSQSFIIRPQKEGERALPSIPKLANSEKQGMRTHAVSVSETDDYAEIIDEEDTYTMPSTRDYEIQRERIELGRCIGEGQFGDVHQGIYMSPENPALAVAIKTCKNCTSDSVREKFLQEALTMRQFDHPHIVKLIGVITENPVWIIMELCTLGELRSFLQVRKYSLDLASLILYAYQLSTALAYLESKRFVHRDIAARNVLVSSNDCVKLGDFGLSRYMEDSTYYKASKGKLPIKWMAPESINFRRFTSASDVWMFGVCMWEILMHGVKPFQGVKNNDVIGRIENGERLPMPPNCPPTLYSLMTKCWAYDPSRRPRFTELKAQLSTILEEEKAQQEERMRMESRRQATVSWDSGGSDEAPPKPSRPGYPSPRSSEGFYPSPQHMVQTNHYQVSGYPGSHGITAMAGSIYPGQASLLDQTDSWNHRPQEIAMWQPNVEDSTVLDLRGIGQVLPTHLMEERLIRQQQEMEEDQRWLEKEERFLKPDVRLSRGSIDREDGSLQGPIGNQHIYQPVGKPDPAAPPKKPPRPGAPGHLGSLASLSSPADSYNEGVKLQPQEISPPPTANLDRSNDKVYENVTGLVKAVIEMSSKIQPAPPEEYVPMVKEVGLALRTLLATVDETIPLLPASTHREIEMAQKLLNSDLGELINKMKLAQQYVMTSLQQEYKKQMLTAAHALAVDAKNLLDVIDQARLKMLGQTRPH
# VCAM1 TNFa inh – reduces TNF alpha induced VCAM1 expression in HUVEC; HUVEC TNFa-induced VCAM-1 immunofluorescence, high-content imaging; inhibition, % at 2 µM; actives 0.48% (n = 95,000);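 active = inhibition above the batch mean plus 3 SD, with images confirmed as a hit by eye, cut at about 37% in these data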;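 also: 0% = TNF-stimulated DMSO wells and 100% = unstimulated control wells; not every result past the cut was called active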
# PTPN22 inh 2 – LYP (human) phosphatase inhibition. inhibition, % at 2 µM. recombinant LYP catalytic domain, DiFMUP fluorescence. actives 0.21% (n = 96,000). Q9Y2R2. AID 640;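 active = inhibition at 2 µM at or above a set limit, the screen mean plus 3 SD, cut at about 24% in these data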;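 also: 0% = DMSO with enzyme and 100% = enzyme fully blocked by orthovanadate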
# cytoskel mod – modifiers of cytoskeleton assembly. inhibition, % at 2 µM. actives 0.18% (n = 91,000). HUVEC TNFa F-actin phalloidin imaging, high content. AID 836;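 active = inhibition above the batch mean plus 3 SD and confirmed as a hit by visual image inspection, cut at about 30% in these data, passing the limit was not always enough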; also: strong numbers were not always called active
# LYP act – increases human PTPN22 phosphatase activity; Q9Y2R2; recombinant LYP, DiFMUP fluorescence; 0 = plate median, 100 = signal doubled; activation, % at 2 µM; actives 0.11% (n = 96,000); AID 697;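 active = activation at 2 µM above a set limit, the mean plus 5 SD, cut at about 37% in these data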
# * hit, by the source's call; / = no result given; [ ] = another dose, or the depositor's remark.
Molecule	cytoskel mod	TNFa cytotox	PTPN22 inh 2	HUVEC tox IL1B	Pyk2 oligo antag	LYP act	VCAM1 TNFa inh	ERa SRC1 inh	FAK blocker
COC(=O)C(C)N(C(=O)c1cccc2ccccc12)c1c(C)cccc1C (configuration not stated)	-8	-14	0	17	-1.4	1	-11	4	1
COc1ccc2c(c1OC)C(=O)N1C2SC[C@H]1C(=O)NC1CC(C)(C)NC(C)(C)C1 (some centres not stated)	30	-16	-7	30	0.03	5	4	-27	0
CCCCOC(=O)CSCC(=O)Nc1cc(C)on1	2	-56	-2	-30	0.63	0	20	1	-2
COc1ccc(-n2nc(C(=O)NCC(=O)Nc3ccccn3)c3ccccc3c2=O)cc1	-1	-7	-8	-20	-0.2	6	25	/	-20
COc1cccc(NC(=O)C2CC(=O)N=C(N)S2)c1 (configuration not stated)	8	2	6	-34	1.1	-4	-15	-26	0
COC(=O)c1ccc(C)c(NS(=O)(=O)c2ccc(C)c([N+](=O)[O-])c2)c1	20	-7	-4	-14	0.53	10	3	/	9
CC(=O)Nc1cc2ccc(OC(C)=O)cc2oc1=O	3	-24	-1	-2	/	-1	14	1	/
Clc1cccc(-c2nn3c(Cn4cnc5ccccc54)nnc3s2)c1	-11	12	3	-36	0.1	-5	-2	9	2
CCOC(=O)N1CCC(Nc2c(-c3ccccc3)c(=O)c2=O)CC1	-11	-6	-7	5	-0.01	6	14	3	1
Cc1cc(C)c2c(n1)nn1c(-n3ccnc3)cc(C)nc21	1	-11	-1	/	-0.07	-3	7	4	0
O=C(NNc1nc2ccccc2s1)c1ccccc1F	7	-19	-4	22	-0.63	2	-3	/	7
COC(=O)c1sc2cc(C(F)(F)F)cnc2c1-c1ccccc1	5	-16	-2	-19	0.06	6	16	/	0
Cn1c(COc2ccc3ccccc3c2)nnc1SCC(N)=O	3	-2	-1	-9	0.16	-1	5	1	-1
C(=N\c1nccs1)/Nc1nccs1	-1	18	4	-10	0.65	-6	24	4	10
CCc1ccc(CCC(=O)Nc2nccs2)o1	14	-29	2	-21	0.55	-1	12	7[fluorescence artefact?]	-1
CCCOC(=O)Nc1nc2ccccc2o1	8	-42	5	-7	-0.22	-7	-5	-7	1
CCCCC(O)CN1CCC(c2ccccc2)CC1 (configuration not stated)	2	12	2	14	-0.51	-1	5	-12	-1
CS(=O)(=O)N1CCCC(C(=O)NCc2ccco2)C1 (configuration not stated)	2	1	0	12	0.65	1	10	-3	-1
O=C(CSc1nnc2sc3ccccc3n12)NCc1ccco1	23	-23	-6	14	0.2	4	-8	/	-11
Cc1cccc(-c2oc(C)c(C)[n+]2[O-])c1	12	-26	6	-1	-0.42	-4	13	20	0
NC(=S)Nc1cccc2cnccc12	11	-17	-6	-19	-1.6	8	9	/	-3
COc1ccc(/C(O)=C2/C(=O)C(=O)N(CCN3CCOCC3)C2c2ccc(C)cc2)cc1 (configuration not stated)	-1	-14	-4	8	-0.66	0	-2	3[fluorescence artefact?]	-4
CC(=O)Nc1nc2ccccc2n1CCN(C)C	7	-31	-3	-12	0.42	2	-7	-7	-1
CCCSc1cc(N2CCCC2)nc(-c2ccccc2)n1	2	-1	-3	-50	0.89	5	-2	/	-3
Cc1nc2ccccc2c(=O)n1NC(=O)C1CCCCC1	8	-23	-1	5	1.3	-4	-7	-4	0
Cc1ccc2occ(/C=N/O)c(=O)c2c1	0	4	-4	0	0.22	8	9	/	1
CC(=O)N(/N=C1\Sc2ccccc2C1=O)c1cccc(C)c1	-5	-1	8	-11	-1.1	-6	16	25	19*
Cn1c(SCc2ccccc2Cl)nc(C(F)(F)F)cc1=O	-10	-6	-4	-13	-0.76	8	12	/	10
COc1ccc(CCn2c(-c3ccco3)nc3nc4ccccc4nc32)cc1	1	4	2	-31	-1.3	-3	3	39	-1
CCOC(=O)c1ccc(CNC(=O)c2n[nH]c(=O)c3ccccc23)o1	-16	9	3	7	-1.1	-5	-2	-6	-3

# Filtered by structure, the compounds so far with a Cl atom (2)
Molecule	cytoskel mod	TNFa cytotox	PTPN22 inh 2	HUVEC tox IL1B	Pyk2 oligo antag	LYP act	VCAM1 TNFa inh	ERa SRC1 inh	FAK blocker
Clc1cccc(-c2nn3c(Cn4cnc5ccccc54)nnc3s2)c1	-11	12	3	-36	0.1	-5	-2	9	2
Cn1c(SCc2ccccc2Cl)nc(C(F)(F)F)cc1=O	-10	-6	-4	-13	-0.76	8	12	/	10

# Later entries:
Molecule	cytoskel mod	TNFa cytotox	PTPN22 inh 2	HUVEC tox IL1B	Pyk2 oligo antag	LYP act	VCAM1 TNFa inh	ERa SRC1 inh	FAK blocker
Cc1cc2nc(-c3ccc(SCC(=O)N4CCc5ccccc54)nc3)[nH]c2cc1C	18	-9	16	-56	-0.31	-14	0	/	6
COc1ccc(Cl)cc1S(=O)(=O)N1CCN(C(=O)c2cc(OC)c(OC)c(OC)c2)CC1	30	-27	-7	-8	-1.2	4	-8	-6[fluorescence artefact?]	-3
CCn1nc(C(=O)Nc2ccc(S(=O)(=O)Nc3nccs3)cc2)c2ccccc2c1=O	2	11	1	-1	-0.87	-4	-25	38	5
O=C(O)C1C2C=CC(C2)C1C(=O)NC(c1ccccc1)c1ccccc1 (configuration not stated)	-4	-3	3	2	-0.1	-2	-3	-3	2
O=C(CSc1nc2ccccc2[nH]1)c1ccco1	4	2	-11	-14	-0.88	9	-10	26	0
COCCSc1ccccc1C(=O)N1CCOCC1	-13	1	-3	-35	0.79	5	6	0	0
COc1ccc(NC(=O)CC2COc3ccccc3O2)c(OC)c1 (configuration not stated)	19	-30	-4	1	0.57	1	14	1	-3
Cc1nn2c(NCCCN(C)C)c3c(nc2c1-c1ccccc1)CCC3	/	7	1	-10	0.09	1	22	14[fluorescence artefact?]	3
COc1ccc(CCNS(=O)(=O)c2ccc(OC)cc2)cc1	-1	-6	-13	5	0.4	12	7	31	-2
Cc1cc(C)cc(N2C(=O)CC(n3ccnc3)C2=O)c1 (configuration not stated)	4	-3	6	-33	0.02	-7	-9	12	1
Cc1oc2c(CN3CCOCC3)c(O)ccc2c(=O)c1-c1ccc(Br)cc1	2	-40	4	4	-0.12	-1	29	-4	-4
O=C(O)C1CCCCC1C(=O)Nc1ccc(Cl)cc1Cl (configuration not stated)	-1	-48	6	-4	1.5	-5	3	-4	-2
Cn1cccc1C(=O)NS(=O)(=O)c1ccccc1Cl	-24	1	4	-10	-0.29	-5	-1	-4	4
O=c1nc2c(-c3ccccc3F)n[nH]n2c2ccccc12	13	8	3	12	-0.99	-3	5	-8	-5
Clc1ccc(SCc2cn3cccnc3n2)cc1	21	-11	-4	-13	1.1	8	0	-12	-4
O=C(OCC(=O)N1CCCC1)c1ccccc1OCc1ccccc1	-12	-3	1	-1	0.15	-3	14	27	-1
COC(=O)CCC(NC(=O)c1cc(-c2ccc3c(c2)OCCO3)oc1C)C(=O)OC (configuration not stated)	2	-11	-11	-28	0.27	9	26	/	1
CC(C)C(NC(=O)c1ccc(C(C)(C)C)cc1)C(=O)NC1=NCCS1 (configuration not stated)	/	-83	8	-2	0.47	-7	1	7	2
COC(=O)c1ccc(C(=O)OC)c(NC(=O)COC(=O)C23CC4CC(CC(O)(C4)C2)C3)c1	26	-36	-16	-11	-2.8	15	-4	6[fluorescence artefact?]	2
Cc1c(N(C)C(=O)C2CCCN2S(=O)(=O)c2ccccc2)c(=O)n(-c2ccccc2)n1C (configuration not stated)	-8	-6	8	-11	0.25	-9	-4	-4	-1
CN(CC(O)COCc1cccs1)C1CCCCC1 (configuration not stated)	29	-26	7	-9	0.06	-9	5	-5	-3
O=C(C(Cc1ccccc1)n1cccc1)N1CCN(c2ccccc2)CC1 (configuration not stated)	0	-39	7	-18	/	-9	16	-3	5
O=C(c1ccc2snnc2c1)N1CCSCC1	-45	84*	-3	-15	0.66	4	78*	-4	-2
CS(=O)(=O)N1CCCC(C(=O)NCc2cccs2)C1 (configuration not stated)	6	-31	-4	-25	0.68	1	18	-8	1
COc1ccc(C(=O)NNC2=NC(C)(C)Cc3cc(C)c(C)cc32)cc1	-25	6	-13	-18	-0.69	18	1	/	-5
S=c1[nH]nc(Cc2ccccc2)n1Cc1ccco1	6	5	10	-9	0.12	-6	-16	-3	-3
COCC(=O)N(C)c1nnc(-c2cnc(C)cn2)s1	-2	10	2	23	0.87	-4	18	3	6
CC(=O)C1C(c2ccccc2Cl)NC(=O)NC1(O)C(F)(F)F (configuration not stated)	-4	-7	-11	-18	/	7	-1	-4	1
Cc1nc2sc(C(c3ccccc3)N3CCN(c4ccccc4F)CC3)c(O)n2n1 (configuration not stated)	15	-1	-3	-25	-1.6	0	-7	-18	-3
CCOC(=O)C1CN(S(=O)(=O)c2ccc(C)cc2)C1	4	2	3	-5	-0.21	1	6	/	1

# 4 entries out of the list above, sorted by their value in ERa SRC1 inh, rising:
SMILES | cytoskel mod | PTPN22 inh 2 | Pyk2 oligo antag | LYP act | VCAM1 TNFa inh | ERa SRC1 inh | FAK blocker
CN(CC(O)COCc1cccs1)C1CCCCC1 (configuration not stated) | 29 | 7 | 0.06 | -9 | 5 | -5 | -3
Cc1oc2c(CN3CCOCC3)c(O)ccc2c(=O)c1-c1ccc(Br)cc1 | 2 | 4 | -0.12 | -1 | 29 | -4 | -4
S=c1[nH]nc(Cc2ccccc2)n1Cc1ccco1 | 6 | 10 | 0.12 | -6 | -16 | -3 | -3
COCCSc1ccccc1C(=O)N1CCOCC1 | -13 | -3 | 0.79 | 5 | 6 | 0 | 0

# (further entries)
Molecule	cytoskel mod	TNFa cytotox	PTPN22 inh 2	HUVEC tox IL1B	Pyk2 oligo antag	LYP act	VCAM1 TNFa inh	ERa SRC1 inh	FAK blocker
CCOc1ccc(/C(O)=C2\C(=O)C(=O)N(CCOCCO)C2c2ccccc2OC)cc1 (configuration not stated)	6	-16	5	30	1.6	-1	-16	-8	6
Cn1c(=O)oc2cc(S(=O)(=O)NC3CCCCCCC3)ccc21	19	-4	-1	-28	0.11	-1	-13	-4	-3
Nc1nonc1-c1nc2ccccc2n1Cc1ccc(F)cc1	-3	-4	-12	18	-2.1	9	32	7	4
Cc1cc(C(=O)CN(Cc2ccc(F)cc2)S(=O)(=O)c2ccc3c(c2)OCCO3)c(C)n1C	-21	-38	7	-66	-0.47	-7	11	-8	-3
Cc1nn(Cc2ccc(Cl)cc2)c(C)c1NC(=O)c1noc2c1CCc1ccccc1-2	-16	29	0	13	/	-4	-11	7	6
CCCCC(=O)Nc1nnc(C)s1	/	-27	-14	-41	0.69	12	-1	3[fluorescence artefact?]	-2
O=c1cc(C(F)(F)F)[nH]c(=O)n1C1CCCCC1	-15	-7	13	28	0.63	-9	-5	/	5
COc1ccc(C2CCCN2C(=O)c2cccs2)cc1 (configuration not stated)	37	-7	-6	6	0.04	3	13	2[fluorescence artefact?]	2
O=C(CSc1nnc2ccccn12)Nc1ncc(Cl)cc1Cl	-2	-8	-3	0	1.5	5	-6	-4	-1
CC(C)Sc1ncnc2c1oc1ccccc12	-42	-4	-8	-48	-0.38	6	8	-6[fluorescence artefact?]	5
COc1cccc(NC(=O)Cc2cn(C)c3ccccc23)c1	9	22	2	-7	-0.18	-1	17	-18	-1
Fc1ccccc1CSc1nnc(-c2cnccn2)n1Cc1ccco1	20	-34	-11	-3	/	7	-9	-21	-1
COc1cccc(NC(=O)N[C@@H](Cc2ccccc2)C(=O)O)c1	-3	-6	-4	-4	1.3	0	25	-4	-1
O=C1/C(=C/c2cccc3ccccc23)CCCc2ccccc21	4	-22	-1	-26	-2.2	0	-34	-4	2
CC(=O)c1cccc(NC(=O)N2CCC(c3nnc(SCC(N)=O)n3C)CC2)c1	12	-33	-6	21	2	4	19	-6	-8
CN(C)CCCN1C(=O)C(=O)/C(=C(/O)c2ccncc2)C1c1cccc(Br)c1 (configuration not stated)	5	-22	8	-6	-0.32	-4	0	/	-6
CNCC(O)Cn1c(C(F)(F)F)nc2ccccc21 (configuration not stated)	-8	-27	3	6	0.91	-3	3	-20	1

# Source: PubChem
